GSTO1 counter: inhibitors of recombinant GSTO1, primary screen, counter-screen for RBBP9 inhibitor project, biochemical, fluorescence polarization; Glutathione S-transferase omega-1 (Homo sapiens), P78417; activity-based probe fluorescence polarization; inhibition, % at 5.96 µM; 300,000 tested, 1.1% active; AID 1974, 2009;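 active = inhibition above the campaign mean inhibition plus 3 SD, cut at about 35% in these data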;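 also: 0% = GSTO1-1 with DMSO and 100% = wells lacking GSTO1-1 enzyme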
Target sequence (P78417 whole entry, looked up): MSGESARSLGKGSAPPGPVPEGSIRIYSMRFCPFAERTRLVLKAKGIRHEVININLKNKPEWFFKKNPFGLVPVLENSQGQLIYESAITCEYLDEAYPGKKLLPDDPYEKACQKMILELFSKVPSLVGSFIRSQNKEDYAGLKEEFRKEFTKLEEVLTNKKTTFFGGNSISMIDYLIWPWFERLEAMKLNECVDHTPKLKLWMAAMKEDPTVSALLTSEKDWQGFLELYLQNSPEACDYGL
PAFAH1B2 inh: PAFAH1B2 enzyme inhibitors, primary screen, biochemical, fluorescence polarization, human. Platelet-activating factor acetylhydrolase IB subunit alpha2 (Homo sapiens), P68402. recombinant PAFAH1B2, FP-rhodamine activity probe. inhibition, % at 3.39 µM. 340,000 tested, 1.2% active. AID 492953, 2010;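 active = inhibition above the mean of all tested compounds plus 3 SD, cut at about 24% in these data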;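 also: 0% = enzyme with DMSO and 100% = wells lacking PAFAH1B2; many of its hits are not listed in these tables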
Target sequence (P68402 whole entry, looked up): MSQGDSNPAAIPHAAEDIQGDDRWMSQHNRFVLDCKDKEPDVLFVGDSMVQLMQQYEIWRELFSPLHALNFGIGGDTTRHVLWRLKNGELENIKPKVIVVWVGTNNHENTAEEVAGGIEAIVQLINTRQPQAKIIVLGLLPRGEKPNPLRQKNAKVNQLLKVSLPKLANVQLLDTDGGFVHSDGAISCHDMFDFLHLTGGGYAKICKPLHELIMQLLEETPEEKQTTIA
Fam108B counter: mouse Fam108B serine hydrolase inhibitors, primary screen, counter-screen for RBBP9 inhibitor project, biochemical, fluorescence polarization; recombinant Fam108B, FP-Rh probe fluorescence polarization; inhibition, % at 9.51 µM; 300,000 tested, 0.33% active; AID 1947, 2009;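 active = inhibition above the screen mean inhibition plus 3 SD, computed separately per campaign, cut at about 18% in these data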;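 also: inhibitors lower polarization as less probe binds the enzyme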
PAFAH1B3 FP inh: PAFAH1B3 enzyme inhibitors, primary screen, biochemical, fluorescence polarization, human; Platelet-activating factor acetylhydrolase IB subunit alpha1 (Homo sapiens), Q15102; recombinant PAFAH1B3, FP-rhodamine probe; inhibition, % at 3.39 µM; 340,000 tested, 0.28% active;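 active = inhibition above the screen-wide average of all tested compounds plus 3 SD, cut at about 25% in these data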;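 also: 0% = enzyme with DMSO only and 100% = wells lacking PAFAH1B3 protein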
PAD4 FP inh: human PAD4 inhibitors, primary screen, biochemical, fluorescence polarization, 1536-well format | inhibition, % at 6.36 µM | recombinant PAD4, RCA probe fluorescence polarization | AID 485272, 2010 | 330,000 tested, 0.41% active;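 active = percent inhibition above a cutoff equal to the mean of all tested compounds plus 3 SD, cut at about 15% in these data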;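 also: 0% = PAD4 with RCA probe and DMSO and 100% = probe without PAD4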
pPAFAH FP inh: pPAFAH enzyme inhibitors, primary screen, biochemical, fluorescence polarization, human; recombinant pPAFAH, FP-rhodamine probe fluorescence polarization; inhibition, % at 3.39 µM; AID 463082, 2010; 330,000 tested, 1.5% active; Platelet-activating factor acetylhydrolase (Homo sapiens), Q13093;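 active = inhibition above the mean inhibition across the screen plus 3 SD, cut at about 25% in these data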;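 also: inhibitors block binding of the rhodamine activity-based probe so polarization drops; 0% = enzyme with DMSO and 100% = wells lacking pPAFAH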
PAFAH2 inh: PAFAH2 enzyme inhibitors, primary screen, biochemical, fluorescence polarization, human; recombinant PAFAH2, FP-rhodamine activity probe; Platelet-activating factor acetylhydrolase 2, cytoplasmic (Homo sapiens), Q99487; inhibition, % at 3.39 µM; 340,000 tested, 0.99% active;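 active = inhibition above the mean over all tested compounds plus 3 SD, cut at about 30% in these data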;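 also: inhibitors block probe labeling of enzyme so polarization drops; 0% = enzyme with DMSO and 100% = wells lacking PAFAH2 protein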
PME-1 primary: PME-1 inhibitors via competitive probe labeling, primary screen, biochemical, fluorescence polarization, FP-Rh probe, HTS; Protein phosphatase methylesterase 1 (Homo sapiens), Q9Y570; recombinant PME-1; inhibition, % at 5.9 µM; 320,000 tested, 0.53% active;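 active = inhibition above the campaign mean of all compounds plus 3 SD, cut at about 26% in these data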;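 also: competitive labeling of PME-1 active site by serine hydrolase directed probe; 0% = PME-1 with DMSO and 100% = wells lacking PME-1 enzyme; inhibitors block probe labeling so polarization falls and inhibition rises; many of its hits are not listed in these tables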
Target sequence (Q9Y570 whole entry, looked up): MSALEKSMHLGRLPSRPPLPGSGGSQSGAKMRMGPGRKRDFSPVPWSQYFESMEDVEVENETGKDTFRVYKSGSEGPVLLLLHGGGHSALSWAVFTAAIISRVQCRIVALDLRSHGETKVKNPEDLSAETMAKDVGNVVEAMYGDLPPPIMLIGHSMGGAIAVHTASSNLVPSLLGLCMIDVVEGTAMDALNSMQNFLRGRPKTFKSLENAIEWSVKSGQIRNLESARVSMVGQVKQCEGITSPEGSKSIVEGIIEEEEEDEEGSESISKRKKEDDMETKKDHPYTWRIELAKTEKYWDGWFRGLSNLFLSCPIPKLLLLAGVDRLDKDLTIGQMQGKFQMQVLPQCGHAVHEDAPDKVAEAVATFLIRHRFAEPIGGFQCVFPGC
LYPLA1 inh: LYPLA1 inhibitors, primary screen, counter-screen for PME1 inhibitor project, biochemical, fluorescence polarization, FP-Rh probe ABPP. Acyl-protein thioesterase 1 (Homo sapiens), O75608. recombinant LYPLA1. inhibition, % at 5.9 µM. 320,000 tested, 0.16% active. AID 2174, 2009;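 active = inhibition above the mean of all tested compounds plus 3 SD, set per campaign, cut at about 14% in these data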;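 also: inhibitors block serine hydrolase probe labeling of LYPLA1 so polarization falls; 0% = enzyme with DMSO and 100% = wells lacking LYPLA1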
Target sequence (O75608 whole entry, looked up): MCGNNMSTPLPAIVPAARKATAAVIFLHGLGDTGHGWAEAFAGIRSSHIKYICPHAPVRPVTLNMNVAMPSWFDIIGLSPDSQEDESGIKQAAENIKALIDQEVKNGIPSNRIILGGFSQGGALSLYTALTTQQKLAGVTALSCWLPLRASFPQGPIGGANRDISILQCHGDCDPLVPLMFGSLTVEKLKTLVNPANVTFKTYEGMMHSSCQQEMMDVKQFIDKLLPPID
* marks the source's active call; other numbers are inactive results; / = not tested or not shown. A portion of the library; rates above refer to the full screens.

entry | compound | GSTO1 counter | PAFAH1B2 inh | Fam108B counter | PAFAH1B3 FP inh | PAD4 FP inh | pPAFAH FP inh | PAFAH2 inh | PME-1 primary | LYPLA1 inh
1 | Cc1cccc(Cn2nc(C)cc2NC(=O)Cn2cc([N+](=O)[O-])cn2)c1 | 2 | -1 | -2 | 3 | 1 | 3 | -7 | -2 | 7
2 | COc1ccc(OC)c(C(=O)N(C)C2CCCN(Cc3ccccc3F)C2)c1 (stereo not drawn) | 10 | -1 | 0 | 5 | -5 | 0 | 5 | 6 | 1
3 | COc1ccc(CN2C(=O)COc3ccccc32)cc1 | 5 | 1 | -2 | 4 | 2 | -4 | -2 | -2 | -3
4 | Cc1cc(-c2nn(-c3ccccc3F)cc2CNCCc2cnccn2)c(C)s1 | 3 | 3 | 8 | 7 | 4 | -8 | -4 | -8 | 0
5 | O=S(=O)(NCCS(=O)(=O)N1CCN(c2ccccc2)CC1)c1ccccc1 | 3 | 14 | 2 | 10 | -1 | 2 | 9 | 2 | 4
6 | COc1ccc(-c2cn(-c3ccc(C)c(C)c3)c(=S)[nH]2)cc1OC | -1 | 0 | -4 | 12 | 2 | 10 | 10 | 3 | 2
7 | COc1cccc(OC)c1-c1nn2c(-c3cc(-c4ccccc4)n[nH]3)nnc2s1 | -28 | 0 | -14 | -2 | -3 | 37* | 42* | -22 | 0
8 | COc1ccc(CNC(=O)C(=O)NC2CC(C)(C)NC(C)(C)C2)cc1 | 5 | 3 | 1 | -2 | -2 | -1 | 0 | 0 | 1
9 | CC(NC(=O)c1ccccc1)c1nnc(SCC(=O)Nc2nnc(C3CC3)s2)n1C (stereo not drawn) | 2 | 3 | -4 | 4 | -2 | 3 | 6 | 4 | 1
10 | COc1cc(C(=O)N/N=C/c2ccsc2C)cc(OC)c1OC | 1 | 4 | 2 | 1 | 0 | 1 | 3 | -6 | -6
11 | O=C(N/C(=C/c1ccc(Cl)cc1)C(=O)N1CCOCC1)c1ccccc1 | 1 | -5 | 4 | 3 | -1 | -2 | -4 | 3 | -1
12 | Cc1cc2nc3n(c2cc1C)CCCN3 | 3 | 2 | -4 | 3 | 1 | 9 | 0 | 6 | 1
13 | CC(C)Cc1nc2sc3c(c2c(=O)n1N)CC(C(C)C)OC3 (stereo not drawn) | -6 | 3 | -5 | 1 | -7 | -1 | 1 | -10 | 5
14 | Cn1c(NC(=O)C[n+]2cc(-c3ccc(F)cc3)n3c2CCC3)cc(=O)n(C)c1=O | -2 | 3 | 4 | 2 | 0 | 1 | 0 | 6 | 1
15 | C=CCn1c(Oc2ccc(C=O)cc2OCC)nc2c1c(=O)n(C)c(=O)n2C | 0 | 5 | 1 | 5 | 1 | 3 | -6 | 3 | -3
16 | CSCCC(NS(=O)(=O)c1ccc(Cl)cc1)C(=O)OCC(=O)NC1CCCCC1 (stereo not drawn) | -1 | 12 | -3 | -3 | 1 | 13 | 16 | 2 | 0
17 | COc1cc(C(=O)Nc2scc(-c3ccc(C)cc3)c2C(=O)O)cc(OC)c1OC | -10 | 7 | -2 | 8 | -6 | 8 | 3 | -6 | 1
18 | Cc1cccc(NC(=O)c2ccccc2O)c1C | -1 | 2 | 0 | 9 | -4 | 0 | 1 | -3 | -2
19 | Cc1ccc(C)c(NC(=O)C2CC3CCC2C3)c1 (stereo not drawn) | -2 | 6 | -2 | 3 | -9 | 2 | 3 | 5 | -2
20 | Cn1cccc1Cc1nnc(SCC(=O)N2CCOCC2)n1-c1ccc(F)cc1 | -3 | 9 | 3 | 4 | -6 | 10 | 7 | 1 | 1
21 | CCOc1ccc2nc(NC(=O)CSc3ccccc3)sc2c1 | 8 | 6 | 5 | -3 | -3 | 8 | 6 | 3 | 2
22 | CN(Cc1nc(-c2cnccn2)no1)CC1CCN(Cc2ccccc2)CC1 | 2 | 0 | 1 | 3 | 2 | 5 | 0 | 2 | 0
23 | COC(=O)N1[C@H](C)C=C[C@]1(Cc1ccccc1)C(=O)NCCCNc1ncc(C(F)(F)F)cc1Cl | -1 | 9 | -3 | 17 | -6 | 22 | -3 | -10 | -6
24 | O=[N+]([O-])c1cccnc1Oc1ccccc1F | 3 | 1 | 1 | -5 | 1 | 0 | -1 | 5 | 1
25 | COc1ccc(-c2c(C)nn(-c3ccccc3)c2NC(C)=O)cc1OC | 2 | -2 | -5 | 10 | -4 | -1 | 0 | -9 | 2
26 | Cc1cc(NC(=O)CN2C(=O)[C@@H]3[C@H](C2=O)[C@@H]2C[C@H]3C(Br)C2Br)no1 (stereo partly drawn) | 2 | 1 | -1 | 5 | 13 | 2 | 7 | -1 | 4
27 | O=C(Nc1ccc(F)cc1)Nc1nnc(-c2ccccc2)o1 | 0 | -1 | 6 | 12 | 4 | 1 | -11 | 1 | -1
28 | COC(=O)c1cc(CNC(=O)CC(C)c2ccccc2)ccc1OC (stereo not drawn) | 3 | 0 | 3 | 13 | 0 | -2 | 6 | 6 | 1
29 | CCc1cc2c(C)ccc(C)c2nc1SCC(=O)Nc1c(C)[nH]c(=O)[nH]c1=O | -7 | 3 | -3 | 2 | -2 | 12 | 1 | 1 | -6
30 | O=C(COC(=O)c1cnccn1)c1ccc(-c2ccccc2)cc1 | 16 | -2 | -4 | 8 | -2 | 3 | 0 | -3 | -1
31 | CCCCCn1c(CN2CCN(c3cc(Cl)ccc3C)CC2)nc2c1c(=O)[nH]c(=O)n2C | -4 | 0 | -1 | 2 | -1 | 6 | -3 | 2 | -1
32 | CC1c2nc3ccccc3n2C(CC(=O)NCc2ccccn2)C(=O)N1Cc1ccccc1 (stereo not drawn) | 6 | 0 | -4 | -4 | 1 | 0 | 3 | 4 | 0
33 | COc1ccc(C(=O)COC(=O)c2ccc(OC)c(OC)c2)cc1OC | 1 | -3 | 1 | 2 | 1 | 5 | 3 | 3 | 2
34 | O=C(Nc1ccc(C(=O)N2CCN(c3ccccc3F)CC2)cc1)C1=CSCCO1 | 2 | 4 | 2 | 10 | 1 | 3 | 9 | 1 | -1
35 | COc1ccc(-n2cc(-c3ccccc3)[nH]c2=S)cc1 | -1 | 7 | -3 | 8 | 4 | 7 | 3 | 6 | -1
36 | Cc1cc(C)nc(SCCC(=O)Nc2ccccc2C)n1 | -5 | 0 | -6 | 9 | -2 | 3 | 0 | 2 | -3
37 | CCCN(CCO)Cc1ccc(Br)cc1 | -5 | 1 | -1 | -2 | -1 | 2 | -15 | -3 | 0
38 | COc1cc(NC(=O)c2ccccc2)c(OC)cc1NC(=O)Cc1ccc(Br)cc1 | -6 | 3 | -4 | 0 | -3 | 5 | 0 | -4 | -4
39 | O=C(NCc1cccc(Cl)c1)c1cc(=O)[nH]c2ccccc12 | 0 | 6 | -1 | 12 | -2 | 6 | 4 | 5 | -4
40 | Cc1nc2c3ccccc3nc(SCC(=O)c3ccc(Cl)cc3)n2n1 | 2 | 5 | -3 | 3 | 2 | 9 | 7 | -4 | -1
41 | CC(=O)N1CCN(C(=O)CSc2cc(C)c(Br)cc2C)CC1 | 0 | -3 | -2 | 11 | 3 | 5 | 10 | 6 | 5
42 | c1ccc(-c2ncc(CN3CCN(c4ccccn4)CC3)[nH]2)cc1 | -1 | 5 | -4 | 2 | -1 | -2 | 1 | 0 | -2
43 | Cc1cc(C)nc(NS(=O)(=O)c2cccs2)c1 | 4 | 2 | 0 | 11 | 6 | 2 | 10 | 4 | -10
44 | Cc1ccc(S(=O)(=O)N2CCCN(C(C)c3nc4ccccc4c(=O)[nH]3)CC2)cc1 (stereo not drawn) | / | 7 | / | 12 | -1 | -4 | 0 | 17 | 8
45 | Cc1cccc2cc3c(NC(=O)C(C)C)nn(C)c3nc12 | 2 | -1 | -1 | 0 | -3 | 7 | 2 | -1 | 1
46 | CCCc1nnc(NC(=O)c2c(O)c3cccc4c3n(c2=O)CC4)s1 | -8 | / | -1 | / | 2 | -3 | / | 2 | 0
47 | Cc1ccccc1CS(=O)(=O)c1ccc(C(=O)N2CCOCC2)cc1[N+](=O)[O-] | -11 | -2 | -1 | 6 | 1 | 5 | 1 | 2 | -2
48 | CCOC(=O)Nc1nnc(CCc2ccccc2)s1 | 1 | -4 | -1 | 2 | 0 | 0 | -6 | 3 | -2
49 | Fc1ccccc1/C=N/Nc1nc(-c2ccccn2)nc2ccccc12 | 15 | / | -3 | / | -1 | -4 | / | 0 | -1
50 | COC(=O)C(C)Sc1nnc(-c2ccncc2)o1 (stereo not drawn) | 8 | 3 | 4 | 0 | -1 | 6 | -7 | -1 | -4
51 | CCn1nnc(NC(=O)c2cccc(-c3cc4ccccc4oc3=O)c2)n1 | -1 | 1 | 0 | 7 | -1 | 5 | 3 | 0 | 1
52 | O=Cc1ccc(OCc2cn3ccccc3n2)cc1 | -9 | 5 | 2 | 2 | -2 | 4 | -1 | 3 | 4
53 | Cc1ccc(Cl)cc1N1CCN(Cc2nnnn2C2CCCCC2)CC1 | 0 | 2 | 8 | 2 | -6 | 7 | 4 | 2 | -8
54 | O=C(O)c1ccc2c(c1)C(=O)N(NC(=O)c1ccc(O)cc1)C2=O | -1 | -2 | 4 | 6 | 1 | -1 | -1 | 0 | -1
55 | Cc1ccc(OCC(=O)Nc2ccccc2-c2ccccc2NC(=O)COc2ccc(C)cc2)cc1 | 7 | 6 | -6 | 0 | 5 | -4 | -8 | -11 | 1
56 | COc1cc2cc(C(c3nnnn3C3CCCC3)N3CCCCC3)c(=O)[nH]c2cc1OC (stereo not drawn) | 0 | 5 | -6 | 5 | -3 | 8 | -6 | 0 | -1

Continued.
entry | compound | GSTO1 counter | PAFAH1B2 inh | Fam108B counter | PAFAH1B3 FP inh | PAD4 FP inh | pPAFAH FP inh | PAFAH2 inh | PME-1 primary | LYPLA1 inh
57 | O=C1Cc2ccccc2C(c2ccc(Cl)cc2Cl)N1 (stereo not drawn) | 10 | 0 | -2 | 2 | 4 | 6 | -3 | -2 | 2
58 | CCN(C(=O)COC(=O)/C=C/c1cnc2ccccc2n1)C1CCS(=O)(=O)C1 (stereo not drawn) | -6 | 4 | -2 | 0 | -2 | 5 | -7 | -2 | 4
59 | Cc1ccc(-n2c(=O)[nH]cc(C(=O)N3CCc4ccccc43)c2=O)cc1 | -6 | 4 | -4 | 5 | -1 | 3 | -4 | 0 | 3
60 | COC(=O)c1ccccc1NC(=O)N1CCN(C(=O)c2ccco2)CC1 | 5 | 2 | -2 | 3 | 4 | 2 | -5 | -5 | -1
61 | CCN1C(=O)[C@H]2[C@@H](c3ccc(-c4ccc(OC)cc4)cc3)N3CCC[C@@]3(C(=O)OC)[C@H]2C1=O | -8 | 7 | -1 | -3 | 1 | 8 | 6 | -2 | -3
62 | COCCCNC(=O)C[C@H]1C[C@H](C(=O)N2CCOCC2)[C@@]2(CCC3CCCC3)c3[nH]c4cc(CCC(=O)N(C)C)ccc4c3CCN2C1=O | / | -1 | / | 2 | -1 | 8 | 0 | / | /

Bioassay records deposited in PubChem BioAssay by The Scripps Research Institute Molecular Screening Center.
